TDP1 block = TDP1 (human) enzyme inhibition; Q9NUW8; recombinant TDP1, AlphaScreen DNA substrate cleavage; Potency, µM (doses to about 130 µM), without a hit: at the highest dose activity change, negative = inhibition, actives largely listed as inhibitors; 0.28% of 350,000 active; also: nearly all actives have a fitted effect of over 40% in size
Target sequence (Q9NUW8 whole entry, looked up): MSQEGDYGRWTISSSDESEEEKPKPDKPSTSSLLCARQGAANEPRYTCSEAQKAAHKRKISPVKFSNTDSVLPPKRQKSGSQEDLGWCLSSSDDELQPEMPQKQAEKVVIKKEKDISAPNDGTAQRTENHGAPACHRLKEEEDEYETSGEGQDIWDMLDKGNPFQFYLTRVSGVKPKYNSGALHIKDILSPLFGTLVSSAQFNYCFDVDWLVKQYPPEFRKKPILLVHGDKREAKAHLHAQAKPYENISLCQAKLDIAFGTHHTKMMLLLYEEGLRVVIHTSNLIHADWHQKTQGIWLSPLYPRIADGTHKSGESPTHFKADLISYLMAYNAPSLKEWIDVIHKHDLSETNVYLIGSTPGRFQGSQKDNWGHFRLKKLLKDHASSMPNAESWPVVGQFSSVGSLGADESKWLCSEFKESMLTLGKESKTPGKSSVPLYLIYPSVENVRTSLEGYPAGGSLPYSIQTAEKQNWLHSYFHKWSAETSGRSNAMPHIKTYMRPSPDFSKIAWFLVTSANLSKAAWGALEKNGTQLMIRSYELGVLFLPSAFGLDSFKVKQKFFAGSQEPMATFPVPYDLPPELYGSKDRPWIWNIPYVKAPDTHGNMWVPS
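AlphaScreen read-out: signal falls as enzyme removes the 3' tyrosine-FITC from a 5'-biotinylated DNA oligo (15 nM, 5 min, RT). Enzyme was E. coli-made recombinant Tdp1 at 1 nM, exposed to compound for 15 min beforehand; beads 10 ug/ml, 10 min.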
DT40 TDP1 no CPT = qHTS for Inhibitors of human tyrosyl-DNA phosphodiesterase 1 (TDP1): qHTS in cells in absence of CPT | Potency, µM (doses to about 46.2 µM), without a hit: at the top dose activity change, negative = growth inhibition, most hits filed as inhibitors | AID 686978, 2013 | 15% of 420,000 active | DT40 Tdp1-/- hTDP1 cells, no CPT, ATP luminescence, 48 h; also: nearly all actives have a fitted effect of over 55% in size
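Growth kinetics read by CellTiter-Glo luminescence after ≥48 hr at 37 °C. Cells: DT40 Tdp1-/- stably carrying human TDP1, 400 per well, compound exposure in the absence of CPT (DMSO vehicle).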
TDP1 cell CPT = DT40-hTDP1 cell growth loss with CPT; chicken DT40 Tdp1-/-;hTDP1 cells + 20 nM CPT, ATP luminescence, 48 h; Potency, µM (titrated, usually from 46.2 µM), without a hit: at the top dose activity change, negative = growth inhibition, most hits filed as inhibitors; 12% of 420,000 active; AID 686979; also: nearly all actives have a fitted effect of over 55% in size
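Cell growth measured by CellTiter-Glo luminescence after a minimum 48 h, 37 C compound exposure with 20 nM CPT in Tdp1-knockout DT40 cells stably expressing hTDP1, seeded 400/well; qHTS titration format.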
* marks the source's active call; other numbers are inactive results; ? = inconclusive; . = no result given; [ ] = another dose, or the depositor's remark. Calls follow the shape of the dose curve; as a rule, active = well fitted curve in the direction sought with a large enough effect; inconclusive = small, poorly fitted or top-dose-only effect, or another doubt; inactive = no such curve, though single readings can be large; an effect the other way counts as inactive or inconclusive. % is scaled to controls: 0 for no effect and ±100 for the full control effect; potency is read from the fitted curve at half-maximal effect.

1	COc1ccccc1C(=O)N/C(=C/c1cccc([N+](=O)[O-])c1)C(=O)Nc1cccc(C(=O)O)c1
2	O=C(COC(=O)c1ccccc1O)NCCCc1ccccc1
3	COc1nc(NCCO)nc(Nc2cc(Cl)ccc2OC)n1
4	Cc1cc(Br)c(NC(=O)COC(=O)c2ccc[n+]([O-])c2)c(Br)c1
5	COC(=O)C1CCN(C(=O)CSc2nnc(-c3ccncc3)o2)CC1
6	Cc1ccc(C)c(N2CCN(S(=O)(=O)c3cc(C(=O)Nc4ccc(Oc5ccccc5)cc4)ccc3F)CC2)c1
7	COC1=CC(=O)C=C(OC)C1(O)CC(C)=O
8	Cc1nc2ccccc2n1/N=C/c1ccc([N+](=O)[O-])o1
9	CCCCC(=O)Nc1nnc(SCC(=O)NCC2CCCO2)s1 (centres undefined)
10	Cc1ccc(C2(C)NC(=O)N(CC(=O)N3CCN(S(=O)(=O)c4cccc([N+](=O)[O-])c4)CC3)C2=O)cc1 (centres undefined)

Compound,1,2,3,4,5,6,7,8,9,10
TDP1 block,3%,5%,.,1%,3%,0%,.,.,.,0%
DT40 TDP1 no CPT,?,-22%,-22%,-2%,-23%,?,3.7µM*,2.9µM*,9%,-22%
TDP1 cell CPT,21µM*,-6%,-16%,6%,-20%,?,4.1µM*,1.8µM*,-1%,-32%

11	COC(=O)c1sccc1NC(=O)CN(C)NS(=O)(=O)c1ccc(Cl)cc1
12	O=C(CN(CCc1ccccc1)S(=O)(=O)c1ccc(Br)cc1)N/N=C/c1ccccc1C(=O)O
13	C[C@]12CC[C@@H]3c4ccc(O)cc4C(=O)C[C@H]3[C@@H]1CC[C@@H]2O
14	COC(=O)C1(Cc2ccc3c(c2)CCC3)Cc2ccc3c(c2C1=O)CCC3 (centres undefined)
15	CN(C)C(=N)c1n[nH]nc1SCc1ccccc1
16	COc1cc(NC(=O)CSc2ccc(-c3cccnc3)nn2)cc(OC)c1
17	COCCOC(=O)C1=C(C)NC(=O)N(C(C)=O)C1c1ccc(Cl)cc1 (centres undefined)
18	O=S(=O)(Nc1ccc(N2CCCCC2)cc1)c1ccc(F)c(F)c1
19	CCn1nc(C)c(NC(=O)c2cnn3c(C(F)F)cc(-c4ccccc4)nc23)c1C
20	O=C(NCCN1CCC(n2c(=O)[nH]c3ccccc32)CC1)c1ccc(F)cc1

Compound,11,12,13,14,15,16,17,18,19,20
TDP1 block,1%,-8%,6%,.,0%,1%,4%,8%,6%,.
DT40 TDP1 no CPT,18µM*,-4%,-15%,?,-14%,?,-21%,15µM*,?,?
TDP1 cell CPT,?,5%,0%,21µM*,-8%,?,-2%,?,?,?

Taken from above.
no. 19 in TDP1 block shows 6%
no. 11 in DT40 TDP1 no CPT shows 18µM*
no. 15 in TDP1 block shows 0%

Along the list, as entered above.
Nos. 11–15 in DT40 TDP1 no CPT, in turn: 18µM*, -4%, -15%, ?, -14%
Nos. 11–15 in TDP1 cell CPT, in turn: ?, 5%, 0%, 21µM*, -8%

Single records, as listed above. Values in the order: TDP1 block	DT40 TDP1 no CPT	TDP1 cell CPT
COc1ccccc1C(=O)N/C(=C/c1cccc([N+](=O)[O-])c1)C(=O)Nc1cccc(C(=O)O)c1 across the screens: 3%	?	21µM*
C[C@]12CC[C@@H]3c4ccc(O)cc4C(=O)C[C@H]3[C@@H]1CC[C@@H]2O across the screens: 6%	-15%	0%
Cc1ccc(C)c(N2CCN(S(=O)(=O)c3cc(C(=O)Nc4ccc(Oc5ccccc5)cc4)ccc3F)CC2)c1 across the screens: 0%	?	?
O=S(=O)(Nc1ccc(N2CCCCC2)cc1)c1ccc(F)c(F)c1 across the screens: 8%	15µM*	?
Cc1nc2ccccc2n1/N=C/c1ccc([N+](=O)[O-])o1 across the screens: .	2.9µM*	1.8µM*

Returning to the listing; the two compounds before the break are reprinted first.
19	CCn1nc(C)c(NC(=O)c2cnn3c(C(F)F)cc(-c4ccccc4)nc23)c1C
20	O=C(NCCN1CCC(n2c(=O)[nH]c3ccccc32)CC1)c1ccc(F)cc1
21	CCCCc1ccc(NC(=O)CSc2nc(=O)n(CCN(CC)CC)c3c2CCC3)cc1
22	Cc1onc(-c2ccc(Cl)cc2)c1-c1ccnn1S(=O)(=O)c1cccc(C(F)(F)F)c1
23	CCOc1ccc(S(=O)(=O)N(CC(=O)NCc2cccnc2)c2ccc(F)cc2)cc1
24	COc1cccc(CN(C)C(=O)c2ccccc2Sc2ccccc2C#N)c1OC
25	COc1ccccc1CNC(=O)NCc1noc2ccc(C)cc12
26	CCOc1ccc(/C=C(\C#N)C(=O)Nc2cccnc2)cc1
27	O=C(Nc1cccc(Cl)c1)C1CCCN(c2ncnc3c2nc2n3CCCCC2)C1 (centres undefined)
28	Cc1cc(C(=O)N(CCC#N)Cc2cccs2)no1
29	COc1ccc(-n2nc(C(=O)NCC(=O)N3CCN(c4ccccn4)CC3)c3ccccc3c2=O)cc1
30	CCc1cccc(C)c1NC(=O)c1cc(S(=O)(=O)N2CCC3(CC2)OCCO3)ccc1F

Compound,19,20,21,22,23,24,25,26,27,28,29,30
TDP1 block,6%,.,.,-3%,7%,5%,-8%,3%,0%,4%,7%,5%
DT40 TDP1 no CPT,?,?,?,23µM*,18µM*,?,?,-12%,?,0%,?,?
TDP1 cell CPT,?,?,?,?,?,?,?,-9%,5.2µM*,3%,-12%,?

31	COc1ccc(N(C(=O)COc2ccc(F)cc2)S(=O)(=O)c2ccc(C)cc2)cc1
32	CC1(c2ccccc2)NC(=O)N(CC(=O)N2CC(=O)Nc3ccccc32)C1=O (centres undefined)
33	Cc1cc(Cl)ccc1OC(C)C(=O)Nc1ccc([N+](=O)[O-])cn1 (centres undefined)
34	CC(C)Cn1c(CN2CCN(C(=O)c3ccco3)CC2)nc2c1c(=O)n(C)c(=O)n2C
35	CN(C(=O)c1ccc(OC2CCN(CCc3ccccc3)CC2)cc1)C1CCOCC1
36	O=C(c1nc2ccc(Cl)cn2c1CN1CCCC(CO)C1)N1CCc2ccccc2C1 (centres undefined)
37	COc1ccc(-c2cn3nc(N4CCCC(C(=O)Nc5cc(C)cc(C)c5)C4)sc3n2)cc1 (centres undefined)
38	COc1cccc(-c2cncnc2N(C)Cc2ccco2)c1
39	CC(C)(C)c1nc(Sc2ccc([N+](=O)[O-])cn2)n[nH]1
40	COc1ccc(C2N(c3cccc(Cl)c3)C(=O)C3CCCN32)cc1 (centres undefined)

Compound,31,32,33,34,35,36,37,38,39,40
TDP1 block,1%,0%,0%,6%,.,2%,6%,.,.,4%
DT40 TDP1 no CPT,-13%,-10%,?,8%,-3%,-4%,8.2µM*,-17%,-5%,-13%
TDP1 cell CPT,-5%,31%[activator],?,7%,4%,3%,8.2µM*,-11%,-8%,-4%

41	CCOC(=O)/C(=N\Nc1ccc(Br)cc1)N1CC(C)OC(C)C1 (centres undefined)
42	COc1ccc(S(=O)(=O)N2CCN(Cc3ccccc3)CC2)c(C)c1
43	CC(C)c1ccc(C2CC(=O)N3CN(Cc4ccco4)CSC3=C2C#N)cc1 (centres undefined)
44	CCOC(=O)C1CCN(c2ncnc3c(C)csc23)CC1
45	CCN1C(=O)C(Cc2nc3ccccc3c(=O)n2-c2ccccc2)c2ccccc21 (centres undefined)
46	COc1cccc(CNC(=O)C(Cc2ccccc2)NS(=O)(=O)c2ccc3c(c2)CCN3C(C)=O)c1 (centres undefined)
47	O=C(CNC(=O)c1ccc2ccccc2c1)NCc1ccccc1F
48	COc1cccc(OC)c1C(=O)Nc1ccccc1Sc1ccccc1
49	Cc1ccc2c(CC(=O)N3CCN(c4cccc(Cl)c4)CC3)coc2c1
50	CSc1cccc(N2CC(C(=O)N(CC(C)C)c3c(N)n(Cc4ccccc4)c(=O)[nH]c3=O)CC2=O)c1 (centres undefined)

Compound,41,42,43,44,45,46,47,48,49,50
TDP1 block,8%,8%,1%,1%,8%,7%,5%,.,5%,.
DT40 TDP1 no CPT,-24%,?,-18%,13µM*,-27%,-23%,0%,?,?,-16%
TDP1 cell CPT,-1%,-7%,-26%,?,-21%,-21%,-22%,?,?,-3%

51	O=C(N[C@@H](Cc1c[nH]c2ccccc12)C(=O)O)c1ccccc1Cl
52	C=CCn1nc(C(=O)Nc2ccc(OC)cc2)cc1-c1sc(NC(=O)c2ccccc2)nc1C
53	CCCCOc1ccc(-c2nc(SCC(N)=O)n[nH]2)cc1
54	COc1cccc(OC)c1C(=O)OCC(=O)Nc1cccnc1Cl
55	CCc1ccc(NC(=O)CSc2nc3cc(C(=O)OC)ccc3c(=O)n2CC2CCCO2)cc1 (centres undefined)
56	COc1ccc(CCNC(=O)CCc2nnc(Cc3ccc4c(c3)OCO4)o2)cc1
57	COc1cc(NC(=O)N2c3ccccc3Sc3ccccc32)c(C(=O)O)cc1OC
58	Cc1cccn2cc(-c3cccc(NS(=O)(=O)c4ccc(Cl)c(Cl)c4)c3)nc12
59	CCOc1ccc(S(=O)(=O)N2CCC(C(=O)NCC3CCCO3)CC2)cc1 (centres undefined)
60	O=C(OCc1ccccc1)N1CCC2CC1c1cc(Cl)ccc12 (centres undefined)

Compound,51,52,53,54,55,56,57,58,59,60
TDP1 block,8%,.,2%,7%,1%,2%,10%,5%,1%,.
DT40 TDP1 no CPT,4%,?,-12%,1%,?,18µM*,-6%,-23%,1%,?
TDP1 cell CPT,-14%,18µM*,12%,-2%,?,23µM*,-3%,-23%,6%,?

61	CCOc1ccccc1NC(=O)CSc1ccc2nc(-c3ccccc3)cn2n1
62	C/C(=N\NC(=O)C(O)c1ccccc1)c1ccc(C)s1 (centres undefined)
63	CCN(Cc1ccccc1)S(=O)(=O)c1ccc(OC)c2ncccc12
64	COc1cc(C(=O)N(C)C2CCCCC2)cc(OC)c1OC
65	CC1(C)C2CC[C@]3(C)C(CC=C4[C@@H]5C[C@@](C)(CO)[C@@H]6C[C@@]5(CC[C@]43C)C(=O)O6)[C@@]2(C)CC[C@@H]1O (some centres undefined)
66	COC(=O)C1(C)NC(c2ccc(O)cc2)C2C(=O)N(c3ccccc3)C(=O)C21 (centres undefined)
67	Cc1ccc(NC(=O)CSc2nnc(C)c(=O)n2N)cc1
68	COc1cccc(CNC(=O)c2ccc3c(c2)c(C)c(C)n3Cc2ccccc2)c1
69	COc1ccc(-n2cnnc2SC(C)C(=O)Nc2cccc([N+](=O)[O-])c2)cc1 (centres undefined)
70	CC(C)C[C@H](NC(=O)c1nc[nH]c1C(=O)NCC(=O)OCc1ccccc1)C(=O)OCc1ccccc1

Compound,61,62,63,64,65,66,67,68,69,70
TDP1 block,0%,.,.,.,.,.,?,8%,0%,.
DT40 TDP1 no CPT,21µM*,-5%,?,?,0%,0%,-2%,18µM*,-21%,?
TDP1 cell CPT,?,13%,-13%,?,11%,3%,9%,16µM*,-15%,?

71	Fc1ccc(C2c3[nH]c4ccccc4c3CCN2Cc2ccoc2)cc1 (centres undefined)
72	CC1(C)CC(=O)C2=C(C1)OC(N)=C(C#N)C2c1cn(-c2ccccc2)nc1-c1ccccc1 (centres undefined)
73	CCOP(=O)(OCC)c1nc(Cc2ccccc2)oc1NCc1ccccc1
74	O=C(NNC(=S)NC(=O)c1ccco1)c1ccc(NC(=O)c2ccccc2)cc1

Compound,71,72,73,74
TDP1 block,5%,5%,5%,-14%
DT40 TDP1 no CPT,?,?,?,21µM*
TDP1 cell CPT,?,?,?,16µM*

Assay outcomes deposited in PubChem BioAssay by National Center for Advancing Translational Sciences (NCATS).
